proKLK7 act – proKLK7 (human) activation, primary screen; actives 0.9% (n = 370,000); AID 652039; activation, % at 7 µM; P49862; purified proKLK7, EDANS-DABCYL substrate fluorescence; 100% is mature enzyme control, 0% vehicle;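 active means activation above the mean of all tested compounds plus 3 SD, computed per campaign excluding outliers beyond control limits, cut at about 13% in these data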
Target sequence (P49862 whole entry, looked up): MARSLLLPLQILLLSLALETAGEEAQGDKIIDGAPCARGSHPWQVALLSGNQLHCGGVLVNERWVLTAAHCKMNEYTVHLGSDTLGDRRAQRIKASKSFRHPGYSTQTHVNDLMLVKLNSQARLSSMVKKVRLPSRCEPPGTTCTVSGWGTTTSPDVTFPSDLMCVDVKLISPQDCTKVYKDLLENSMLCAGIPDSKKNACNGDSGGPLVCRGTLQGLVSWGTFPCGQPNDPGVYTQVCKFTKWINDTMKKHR
UHRF1 MBD2 ctr – UHRF1 methyl-DNA binding inhibition | actives 0.75% (n = 370,000) | UHRF1 binding to methylated oligo, TR-FRET | inhibition, % at 4.4 µM | AID 687016; in the data active means inhibition above about 21%;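 further: UHRF1 SRA domain binding a hemimethylated CpG hairpin DNA probe; 0% = median of test compound wells and 100% = reference inhibitor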
Tn7 DDE FP – disrupts Tn7 cyclic peptide binding to fibrin D-Dimer-E complex | P02675 | FP displacement of FITC-Tn7 peptide from fibrin DD(E); 0% = median of compound wells per plate | inhibition, % at 8.3 µM | actives 0.13% (n = 370,000) | AID 720508;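 active means inhibition above the mean of compounds falling within the control limits plus 3 SD of them, cut at about 14% in these data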;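 further: 0% = plate median of compound wells and 100% = 10 µM Aha-Tn7 peptide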
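Assay system: Fibrin-DD(E) protein isolated from polymerized human fibrin clots; read-out basis: percent inhibition; medium: Tris/NaCl/CaCl2 buffer, pH 7.8; signal: FP measurement; incubation: 10 min plus 3 h, room temperature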
LEDGF integ inh – blocks HIV-1 LEDGF/p75-dependent DNA integration. TR-FRET IN-LEDGF/p75 DNA integration, Eu/Cy5. inhibition, % at 3.7 µM. actives 0.64% (n = 370,000). AID 743269;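 active means inhibition above the screen-wide mean plus 3 SD, cut at about 13% in these data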;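 further: signal is the Cy5 over europium emission ratio at 671 and 618 nm; 0% = plate median of compound wells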
SIAE inh – human SIAE inhibition, primary screen; Q9HAT2; inhibition, % at 9.66 µM; SIAE FP-Rh probe binding, fluorescence polarization; actives 0.69% (n = 370,000);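 active means inhibition above a cutoff: mean of compounds within the control limits plus 3 SD of those, cut at about 17% in these data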;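 further: 0% = plate median of compound wells and 100% = probe without SIAE protein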
MBD2 inh – blocks human MBD2 binding to methylated DNA | Q9UBB5 | TR-FRET, MBD2 binding to methylated oligonucleotide | AID 686964 | inhibition, % at 4.4 µM | actives 0.31% (n = 370,000); in the data active means inhibition above about 13%
PRMT1 inh – inhibitors of human PRMT1 | Q99873 | recombinant PRMT1, activity-based probe fluorescence polarization | inhibition, % at 2.79 µM | actives 1.3% (n = 370,000) | AID 652257;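 active means inhibition above about 21% made by adding two undisclosed values, limit read from the data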
Target sequence (Q99873 whole entry, looked up): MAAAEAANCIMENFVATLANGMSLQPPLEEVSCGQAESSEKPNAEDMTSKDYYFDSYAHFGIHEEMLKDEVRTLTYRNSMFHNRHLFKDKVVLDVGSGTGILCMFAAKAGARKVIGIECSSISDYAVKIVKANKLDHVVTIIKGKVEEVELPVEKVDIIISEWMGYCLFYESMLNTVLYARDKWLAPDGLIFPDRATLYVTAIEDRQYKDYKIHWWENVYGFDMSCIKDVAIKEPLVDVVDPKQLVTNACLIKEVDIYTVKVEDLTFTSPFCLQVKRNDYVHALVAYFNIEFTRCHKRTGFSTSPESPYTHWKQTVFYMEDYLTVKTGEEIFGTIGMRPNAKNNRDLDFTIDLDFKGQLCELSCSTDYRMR
DDE Tn6 FP inh – DD(E)-Tn6 binding inhibition, primary FP screen. actives 0.21% (n = 370,000). P02675. Fibrin DD(E) TRITC-Tn6 fluorescence polarization displacement. inhibition, % at 8.3 µM;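 active means inhibition above a per-campaign cutoff: mean of compounds within control limits plus 3 SD, cut at about 15% in these data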;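 further: 0% = median of all compound wells on the plate and 100% = blocking peptide control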
TCR CD3 inh – human TCR-CD3 binding inhibition | inhibition, % at 9.4 µM | TAMRA-labeled TCR probe fluorescence, biochemical | actives 0.37% (n = 360,000) | AID 651800; in the data active means inhibition above about 19%;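 further: recombinant mutant TCR 2C K166C tagged with TAMRA read by polarization; 0% = receptor in buffer alone and 100% = receptor with positive control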
TDP2 absorb – TDP2 (human) inhibition, absorbance primary screen | O95551 | recombinant TDP2, T5PNP hydrolysis, p-nitrophenol absorbance 415 nm | inhibition, % at 12.8 µM | actives 0.34% (n = 370,000) | AID 720702;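 active means inhibition above the mean of all tested compounds plus 3 SD, set per campaign, cut at about 25% in these data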;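 further: 0% = DMSO with enzyme and 100% = buffer with substrate but no TDP2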
Target sequence (O95551 whole entry, looked up): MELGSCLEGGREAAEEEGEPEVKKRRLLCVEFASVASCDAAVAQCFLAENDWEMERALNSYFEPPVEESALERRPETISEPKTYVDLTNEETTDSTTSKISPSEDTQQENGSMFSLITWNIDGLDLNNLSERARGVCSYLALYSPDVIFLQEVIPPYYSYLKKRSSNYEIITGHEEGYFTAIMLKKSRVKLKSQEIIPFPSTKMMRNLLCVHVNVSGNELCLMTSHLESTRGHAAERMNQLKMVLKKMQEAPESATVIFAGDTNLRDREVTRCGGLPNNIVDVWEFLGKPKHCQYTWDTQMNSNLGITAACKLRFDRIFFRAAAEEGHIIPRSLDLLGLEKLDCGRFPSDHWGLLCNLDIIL
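Evaluation: % inhibition relative to enzyme-containing and enzyme-free wells. Material: recombinant human TDP2. Benchmarks: enzyme-free and DMSO wells. Timing: enzyme reaction with compound for 2 h at 37 °C. Compound dosing: 12.8 µM only. Measured by: p-Nitrophenol epi absorbance. Reagent: T5PNP substrate at 5 mM, a TopII-DNA adduct mimic. Replication: single well per compound.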
Numbers without * were called inactive.

How did CC1Oc2ccccc2N(CC(=O)Nc2ccc3c(c2)OCCO3)C1=O (configuration not stated) do in these assays?
proKLK7 act: -1.0; UHRF1 MBD2 ctr: 3; Tn7 DDE FP: -3; LEDGF integ inh: 0; SIAE inh: -10; MBD2 inh: 0; PRMT1 inh: -2; DDE Tn6 FP inh: 7; TCR CD3 inh: 1; TDP2 absorb: -26

Results for Cc1ccc(C(=O)N2CCCC(c3nc4c(nnn4Cc4ccccc4)c(=O)[nH]3)C2)cc1 (configuration not stated) ?
proKLK7 act: 0.3; UHRF1 MBD2 ctr: 3; Tn7 DDE FP: -2; LEDGF integ inh: -4; SIAE inh: 4; MBD2 inh: 4; PRMT1 inh: 2; DDE Tn6 FP inh: 4; TCR CD3 inh: -5; TDP2 absorb: -9

What do the screens show for `Cc1ccc(O)c(NC(=S)NC(=O)c2ccc(-c3ccc(Cl)cc3)o2)c1`?
proKLK7 act: 0.3; UHRF1 MBD2 ctr: -3; Tn7 DDE FP: 6; LEDGF integ inh: 1; SIAE inh: 0; MBD2 inh: 0; PRMT1 inh: -2; DDE Tn6 FP inh: -2; TCR CD3 inh: 4; TDP2 absorb: -6

How did CCOC(=O)C1CCCN(C(=O)CCc2ccccc2)C1 (configuration not stated) do in these assays?
proKLK7 act: -0.1; UHRF1 MBD2 ctr: 6; Tn7 DDE FP: 2; LEDGF integ inh: 2; SIAE inh: 5; MBD2 inh: -2; PRMT1 inh: 2; DDE Tn6 FP inh: 6; TCR CD3 inh: -3; TDP2 absorb: -16

Results for O=C1NC(=S)NC1=Cc1ccc(Cl)cc1Cl ?
proKLK7 act: 0.2; UHRF1 MBD2 ctr: -1; Tn7 DDE FP: -4; LEDGF integ inh: -2; SIAE inh: -2; MBD2 inh: 4; PRMT1 inh: 4; DDE Tn6 FP inh: -3; TCR CD3 inh: -3; TDP2 absorb: -3

How did N#CCC(=O)N/N=C/c1cc(-c2ccccc2)n(-c2ccc(Cl)cc2)c1-c1ccccc1 do in these assays?
proKLK7 act: -0.2; UHRF1 MBD2 ctr: 38*; Tn7 DDE FP: 8; LEDGF integ inh: -3; SIAE inh: 5; MBD2 inh: 7; PRMT1 inh: 1; DDE Tn6 FP inh: -1; TCR CD3 inh: 1; TDP2 absorb: 9

How did O=C(NCCOc1ccccc1)C1CCCN1C(=O)c1cccs1 (configuration not stated) do in these assays?
proKLK7 act: 0.4; UHRF1 MBD2 ctr: 4; Tn7 DDE FP: -8; LEDGF integ inh: -2; SIAE inh: 1; MBD2 inh: -5; PRMT1 inh: -2; DDE Tn6 FP inh: 6; TCR CD3 inh: 1; TDP2 absorb: 4

How did COc1ccc(N2C(=O)c3[nH]nc(-c4ccccc4)c3C2c2ccc(F)cc2)cc1 (configuration not stated) do in these assays?
proKLK7 act: 0.4; UHRF1 MBD2 ctr: 0; Tn7 DDE FP: 2; LEDGF integ inh: -1; SIAE inh: -23; MBD2 inh: -1; PRMT1 inh: 0; DDE Tn6 FP inh: -3; TCR CD3 inh: 0; TDP2 absorb: -8

What do the screens show for `COc1ccccc1-c1ncn(Cc2cccc(-c3ccccc3)c2)c1CC(C)C`?
proKLK7 act: 0.2; UHRF1 MBD2 ctr: -1; Tn7 DDE FP: -4; LEDGF integ inh: 1; SIAE inh: 1; MBD2 inh: -1; PRMT1 inh: 0; DDE Tn6 FP inh: 0; TCR CD3 inh: 4; TDP2 absorb: -11

Results for Cc1cc2c(N)cccc2nn1 ?
proKLK7 act: 0.3; UHRF1 MBD2 ctr: 45*; Tn7 DDE FP: 5; LEDGF integ inh: 73*; SIAE inh: 142*; MBD2 inh: 9; PRMT1 inh: 44*; DDE Tn6 FP inh: active; TCR CD3 inh: active; TDP2 absorb: 77*

How did COc1ccc(Cl)cc1S(=O)(=O)n1c([N+](=O)[O-])cnc1C do in these assays?
proKLK7 act: -0.1; UHRF1 MBD2 ctr: 0; Tn7 DDE FP: 1; LEDGF integ inh: -1; SIAE inh: -4; MBD2 inh: -2; PRMT1 inh: 3; DDE Tn6 FP inh: 3; TCR CD3 inh: 2; TDP2 absorb: -1

What do the screens show for `CCOC(=O)c1c(C)[nH]c(C(=O)CSc2nnnn2-c2ccccc2)c1C`?
proKLK7 act: 0.3; UHRF1 MBD2 ctr: -1; Tn7 DDE FP: -5; LEDGF integ inh: 1; SIAE inh: 3; MBD2 inh: 3; PRMT1 inh: -4; DDE Tn6 FP inh: 3; TCR CD3 inh: 0; TDP2 absorb: -11

What do the screens show for `CCOC(=O)N1CCN(S(=O)(=O)c2ccc(F)c(C(=O)Nc3ccc(C(C)C)cc3)c2)CC1`?
proKLK7 act: -0.3; UHRF1 MBD2 ctr: 0; Tn7 DDE FP: 3; LEDGF integ inh: -2; SIAE inh: -2; MBD2 inh: 6; PRMT1 inh: 0; DDE Tn6 FP inh: -7; TCR CD3 inh: 4; TDP2 absorb: -6

Results for O=C(NCCCn1ccnc1)c1ccc(Cl)cc1[N+](=O)[O-] ?
proKLK7 act: -0.7; UHRF1 MBD2 ctr: -2; Tn7 DDE FP: 1; LEDGF integ inh: -1; SIAE inh: -5; MBD2 inh: 2; PRMT1 inh: -1; DDE Tn6 FP inh: -12; TCR CD3 inh: -2; TDP2 absorb: 9

How did O=S(=O)(NC1c2cccc3cccc(c23)C1Sc1ncccn1)c1ccc(Cl)cc1 (configuration not stated) do in these assays?
proKLK7 act: 0.5; UHRF1 MBD2 ctr: 0; Tn7 DDE FP: -7; LEDGF integ inh: 3; SIAE inh: -20; MBD2 inh: 2; PRMT1 inh: -1; DDE Tn6 FP inh: -14; TCR CD3 inh: 0; TDP2 absorb: 0

3 records picked at random from those above:
Results for Cc1cc2c(N)cccc2nn1 ?
proKLK7 act: 0.3; UHRF1 MBD2 ctr: 45*; Tn7 DDE FP: 5; LEDGF integ inh: 73*; SIAE inh: 142*; MBD2 inh: 9; PRMT1 inh: 44*; DDE Tn6 FP inh: active; TCR CD3 inh: active; TDP2 absorb: 77*

Results for Cc1ccc(C(=O)N2CCCC(c3nc4c(nnn4Cc4ccccc4)c(=O)[nH]3)C2)cc1 (configuration not stated) ?
proKLK7 act: 0.3; UHRF1 MBD2 ctr: 3; Tn7 DDE FP: -2; LEDGF integ inh: -4; SIAE inh: 4; MBD2 inh: 4; PRMT1 inh: 2; DDE Tn6 FP inh: 4; TCR CD3 inh: -5; TDP2 absorb: -9

How did O=S(=O)(NC1c2cccc3cccc(c23)C1Sc1ncccn1)c1ccc(Cl)cc1 (configuration not stated) do in these assays?
proKLK7 act: 0.5; UHRF1 MBD2 ctr: 0; Tn7 DDE FP: -7; LEDGF integ inh: 3; SIAE inh: -20; MBD2 inh: 2; PRMT1 inh: -1; DDE Tn6 FP inh: -14; TCR CD3 inh: 0; TDP2 absorb: 0

Going on with the list.
What do the screens show for `CC(C)OC(=O)c1c(NC(=O)c2ccco2)sc2c1CCCC2`?
proKLK7 act: 0.8; UHRF1 MBD2 ctr: 0; Tn7 DDE FP: 12; LEDGF integ inh: 0; SIAE inh: -1; MBD2 inh: -4; PRMT1 inh: 1; DDE Tn6 FP inh: -2; TCR CD3 inh: 5; TDP2 absorb: -6

Results for CC(=O)Nc1ccc(S(=O)(=O)N2CCC(c3nc4ccccc4[nH]3)CC2)cc1 ?
proKLK7 act: 0.0; UHRF1 MBD2 ctr: -1; Tn7 DDE FP: -5; LEDGF integ inh: 0; SIAE inh: 1; MBD2 inh: -1; PRMT1 inh: 5; DDE Tn6 FP inh: 4; TCR CD3 inh: 8; TDP2 absorb: 6

How did OC(CNCCCCNCC(O)C(F)(F)F)C(F)(F)F (configuration not stated) do in these assays?
proKLK7 act: -0.4; UHRF1 MBD2 ctr: -1; Tn7 DDE FP: -2; LEDGF integ inh: 1; SIAE inh: 2; MBD2 inh: 1; PRMT1 inh: -5; DDE Tn6 FP inh: 10; TCR CD3 inh: 6; TDP2 absorb: 10

What do the screens show for `CCCCNCCOCCSc1ccc(Cl)cc1`?
proKLK7 act: -0.3; UHRF1 MBD2 ctr: 0; Tn7 DDE FP: 3; LEDGF integ inh: -2; SIAE inh: -3; MBD2 inh: 2; PRMT1 inh: 3; DDE Tn6 FP inh: 7; TCR CD3 inh: 2; TDP2 absorb: 4

What do the screens show for `Cc1cc(=S)n(-c2ccccc2)n1C`?
proKLK7 act: 0.2; UHRF1 MBD2 ctr: 11; Tn7 DDE FP: -9; LEDGF integ inh: -2; SIAE inh: 0; MBD2 inh: -1; PRMT1 inh: -4; DDE Tn6 FP inh: 0; TCR CD3 inh: 4; TDP2 absorb: 5

Results for COc1cc(NC(=O)CN2C(=O)c3ccccc3S2(=O)=O)cc(OC)c1 ?
proKLK7 act: 0.3; UHRF1 MBD2 ctr: -1; Tn7 DDE FP: -5; LEDGF integ inh: 1; SIAE inh: -9; MBD2 inh: -7; PRMT1 inh: -4; DDE Tn6 FP inh: -14; TCR CD3 inh: -3; TDP2 absorb: -10

Results for CCc1nc2c(OCc3cc(Cl)cc(Cl)c3)cccn2c1N(C=O)Cc1ccccc1 ?
proKLK7 act: 0.1; UHRF1 MBD2 ctr: -1; Tn7 DDE FP: -11; LEDGF integ inh: 2; SIAE inh: 0; MBD2 inh: -2; PRMT1 inh: -4; DDE Tn6 FP inh: 1; TCR CD3 inh: 0; TDP2 absorb: -5

What do the screens show for `O=C(NCC1CCCN(C(=O)Cc2ccccc2Cl)C1)c1ccc(F)cc1` (configuration not stated)?
proKLK7 act: -0.6; UHRF1 MBD2 ctr: 3; Tn7 DDE FP: -2; LEDGF integ inh: 3; SIAE inh: 9; MBD2 inh: -4; PRMT1 inh: -3; DDE Tn6 FP inh: 5; TCR CD3 inh: 12; TDP2 absorb: 2

Results for CC(=O)OCC(C)n1[nH]c2ccccc2c1=O (configuration not stated) ?
proKLK7 act: -13; UHRF1 MBD2 ctr: 3; Tn7 DDE FP: 5; LEDGF integ inh: -3; SIAE inh: 1; MBD2 inh: 6; PRMT1 inh: 2; DDE Tn6 FP inh: -2; TCR CD3 inh: -12; TDP2 absorb: -1

What do the screens show for `O=C(O)c1ccc(/C=N/NC(=O)c2ccc(Br)cc2)cc1`?
proKLK7 act: -0.1; UHRF1 MBD2 ctr: -4; Tn7 DDE FP: -11; LEDGF integ inh: 4; SIAE inh: -1; MBD2 inh: -5; PRMT1 inh: -2; DDE Tn6 FP inh: -6; TCR CD3 inh: 1; TDP2 absorb: 2

Results for c1nc(N2CCCC2)c2[nH]cnc2n1 ?
proKLK7 act: 1.2; UHRF1 MBD2 ctr: 10; Tn7 DDE FP: 0; LEDGF integ inh: 1; SIAE inh: -5; MBD2 inh: 2; PRMT1 inh: 2; DDE Tn6 FP inh: 0; TCR CD3 inh: 0; TDP2 absorb: -9

How did CCCc1[nH]n(-c2nc3ccccc3s2)c(=O)c1C=NCC1CCCO1 (configuration not stated) do in these assays?
proKLK7 act: 0.7; UHRF1 MBD2 ctr: -3; Tn7 DDE FP: -5; LEDGF integ inh: 6; SIAE inh: 5; MBD2 inh: 1; PRMT1 inh: -2; DDE Tn6 FP inh: 0; TCR CD3 inh: 5; TDP2 absorb: -2
